Screening results (PubChem)
Kir21 block: inhibitors of mouse Kir2.1 inward-rectifier potassium channel; AID 1672, 2009; HEK293-Kir2.1, FluxOR thallium flux fluorescence; stronger effect = lower value; B-score at 10 µM; 310,000 tested, 0.85% active; Inward rectifier potassium channel 2 (Mus musculus), P35561;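 active = fluorescence ratio B-score at or below minus 3 SD of library scores, with starting-brightness B-score within 2 SD, cut at about -4.2 in these data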;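 also: channel flux triggered by added potassium and thallium sulfate stimulus; B-score of peak minus minimum fluorescence over baseline after thallium stimulus; more negative B-score means stronger Kir2.1 block with less thallium influx; some compounds called inactive have numbers as strong as hits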
KCNQ2 block: KCNQ2 potassium channel inhibitors, primary screen, cell-based, CHO-K1, FluxOR thallium flux, B-score (AID 2156); 20 min; stronger effect = lower value; Potassium voltage-gated channel subfamily KQT member 2 (Rattus norvegicus), O88943; 310,000 tested, 1.1% active; B-score at 10 µM;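 active = fluorescence ratio B-score at most minus 3 library SDs, with starting brightness B-score within 2 library SDs, cut at about -5.5 in these data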
Target sequence (O88943 whole entry, looked up): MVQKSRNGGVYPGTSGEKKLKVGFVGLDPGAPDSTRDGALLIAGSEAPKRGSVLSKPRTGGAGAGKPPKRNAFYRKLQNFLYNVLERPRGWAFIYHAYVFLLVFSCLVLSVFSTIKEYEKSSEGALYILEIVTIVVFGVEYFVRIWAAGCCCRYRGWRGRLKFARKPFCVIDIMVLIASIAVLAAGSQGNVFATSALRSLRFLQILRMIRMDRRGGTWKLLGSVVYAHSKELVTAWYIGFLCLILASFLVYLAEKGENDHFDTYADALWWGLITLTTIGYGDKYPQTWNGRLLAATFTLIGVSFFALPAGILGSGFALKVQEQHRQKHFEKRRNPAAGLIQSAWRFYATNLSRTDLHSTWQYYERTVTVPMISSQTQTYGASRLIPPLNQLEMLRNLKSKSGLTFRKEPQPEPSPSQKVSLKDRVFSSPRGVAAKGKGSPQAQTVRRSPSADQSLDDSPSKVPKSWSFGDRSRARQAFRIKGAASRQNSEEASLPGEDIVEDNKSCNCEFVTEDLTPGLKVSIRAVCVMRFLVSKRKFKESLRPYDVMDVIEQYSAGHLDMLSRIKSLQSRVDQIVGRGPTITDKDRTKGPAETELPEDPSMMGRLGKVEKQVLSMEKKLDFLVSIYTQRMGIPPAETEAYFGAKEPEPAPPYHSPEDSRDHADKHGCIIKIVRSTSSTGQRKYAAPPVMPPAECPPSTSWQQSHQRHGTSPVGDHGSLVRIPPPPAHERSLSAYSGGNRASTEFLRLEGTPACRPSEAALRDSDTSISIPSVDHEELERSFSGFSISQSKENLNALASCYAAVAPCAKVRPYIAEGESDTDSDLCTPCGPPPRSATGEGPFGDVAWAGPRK
Active calls of the source: *; i = inactive.

Values run as follows: KCNQ2 block | Kir21 block
- COc1ccccc1CNCc1cc(=O)oc2c(C)c(C)ccc12
  i | -0.05
- O=C(Nc1ccc(Cl)cc1)Nc1nnc(-c2ccncc2)s1
  i | -0.41
- O=C(NNC1=NS(=O)(=O)c2ccccc21)c1ccc(Cl)cc1
  i | 0.53
- Cc1ccc(-n2ncc3c2CCCC3NC(=O)c2csnn2)cc1C (stereo not drawn)
  i | 0.85
- COc1cccc(OCCc2c(C)n[nH]c2C)c1
  i | 1.4
- CCOC(=O)N1N=C(c2ccc(C)cc2)CC1(O)C(F)(F)F (stereo not drawn)
  i | 1.4
- COc1ccc(CCNC(=O)C(C)c2ccc([N+](=O)[O-])cc2)cc1 (stereo not drawn)
  i | -4.5*
- COc1ccc(OC)c(NC(=O)[C@H]2CC=CC[C@H]2C(=O)O)c1
  i | 0.2
- O=C(Nc1ccc(N2CCOCC2)c(Cl)c1)C1CCCCC1
  i | 0.34
- Cc1cccc(N(CC(=O)NCc2ccco2)C(=O)CCC(=O)Nc2ccccn2)c1C
  i | 0.28
- C=CCOc1ccc(/C(CC)=N/O)cc1OC
  i | -0.05
- CC1CCCCN1c1ncnc2ccccc12 (stereo not drawn)
  i | 0.65
- CCCS(=O)(=O)c1ccc(COC(=O)c2ccc(NC(C)=O)cc2)cc1
  i | -0.08
- CC12CCC(C(=O)Nc3cc(Cl)ccc3Cl)(C/C1=N\O)C2(C)C (stereo not drawn)
  i | -1.2
- O=C1CC(N2CCN(c3ccccn3)CC2)C(=O)N1c1ccc(F)cc1 (stereo not drawn)
  i | -0.05
- Cc1ccc(C(=O)N(Nc2nc3ccccc3s2)C(=O)c2ccc(C)cc2)cc1
  i | -0.05
- Cc1cc(O)c(C(=O)/C=C/c2ccccc2)c(=O)o1
  i | -0.1
- Cc1cc(C)c(C#N)c(Cl)n1
  i | 0.5
- Cc1nn(-c2cccc(Cl)c2)c(Cl)c1/C=N/NC(=O)c1cccnc1
  i | 1.3
- CCn1c(SCC(=O)Nc2cccc(NC(=O)c3cccs3)c2)nnc1-c1ccncc1
  i | 0.04

Other entries
Values run as follows: KCNQ2 block | Kir21 block
- O=C(CS(=O)(=O)c1ccccc1)Nc1ccc(N2CCOCC2)cc1
  i | -0.17
- CCOC(=O)CSc1ncnc2c1cnn2-c1ccccc1
  i | -0.11
- Cc1cc(C(=O)COC(=O)c2csc3c2CCCC3)c(C)n1C
  i | 0.21
- CCSC1=NCCN1S(=O)(=O)c1ccc(NC(C)=O)cc1
  i | 1.8
- Cc1ccc(NC(=O)c2oc3ccccc3c2NC(=O)C2CCCO2)cc1C (stereo not drawn)
  i | 0.77
- COc1cc(C)ccc1OCCOc1c(C)cccc1Cl
  i | -0.4
- C/C(=C\C(=O)c1ccncc1)Nc1ccccc1O
  i | -0.23
- Cc1ccc(S(=O)(=O)N2CCOCC2)cc1C(=O)NC(=S)N1CC(C)OC(C)C1 (stereo not drawn)
  i | 2.1
- CC(C)CNC(=O)C(=O)NCCC1CCCCN1S(=O)(=O)c1cccs1 (stereo not drawn)
  i | -0.29
- CCC(CC)C(=O)Nc1cccc(/C(C)=N/NC(=O)c2ccccc2Cl)c1
  i | 0
- CC1CCN(CC(=O)Nc2sc3c(c2C#N)CCC3)CC1
  i | -0.45
- CC(=O)Nc1ccc(Oc2ccc3c(c2)C(=O)NC3=O)cc1
  i | -1.1
- CC(C(=O)OCC(=O)c1ccc([N+](=O)[O-])cc1)N1C(=O)C2C3CCC(C3)C2C1=O (stereo not drawn)
  i | 2.3
- Cc1ccc(CN(Cc2ccco2)C(=S)NCC(=O)NCc2cccnc2)cc1
  i | -3.1
- CN(C)C(/C=C/Nc1ccc(O)cc1)=C(C#N)C#N
  i | -0.34
- Fc1ccc(Nc2ncnc3sc4c(c23)CCC4)cc1F
  i | 0.01
- CCN1CCN(Cc2ccc(NC(=O)c3ccc(C)c(NC(=O)c4ccnnc4)c3)cc2C(F)(F)F)CC1
  i | 0.54
- O=C(CSc1nnc(Cc2ccccc2)o1)NCCc1ccccc1
  i | -2.3
- O=C(Cc1cccs1)Nc1ccccc1C(=O)O
  i | 0.47
- CCOC(=O)c1[nH]c(Cc2[nH]c(C(=O)OCC)c(C)c2CCC(=O)OC)c(CCC(=O)OC)c1C
  i | 0.17

2 of the compounds above, with the structure last:
KCNQ2 block	Kir21 block	molecule
i	-0.45	CC1CCN(CC(=O)Nc2sc3c(c2C#N)CCC3)CC1
i	-1.1	CC(=O)Nc1ccc(Oc2ccc3c(c2)C(=O)NC3=O)cc1

Following part
Values run as follows: KCNQ2 block | Kir21 block
- CCCCN1CC(O)=C(c2nc3ccccc3s2)C1=N
  i | 0.11
- Cc1csc(NC(=O)c2cccnc2)n1
  i | 0
- Cc1ccccc1-n1nnnc1SCCCC(=O)c1ccc(F)cc1
  i | -2.5
- CCOC(=O)CN(C(=O)COc1ccc2c(C)cc(=O)oc2c1)c1ccc(OCC)cc1
  i | 0.58
- COc1ccc(NC(=O)c2oc3ccccc3c2NC(=O)COc2ccccc2OC)c(OC)c1
  i | 0.23
- CCOC(=O)Cc1csc(NC(=O)CC)n1
  i | 0.08
- COC(=O)c1sccc1NC(=O)C12CC3CC(CC(C3)C1)C2
  i | 1.7
- Cc1ccc([N+](=O)[O-])c(OCCN2CCC(Cc3ccccc3)CC2)c1
  i | -1.6
- CCOC(=O)CC(=O)CSc1nc2c(cc1C#N)CCCCC2
  i | 0.19
- Cn1c(=O)cc(OCC(=O)NCCCN2CCN(c3cccc(Cl)c3)CC2)c2ccccc21
  i | -2.4
- COc1ccccc1CNC(=O)CCCN1C(=O)COc2ccc(C)cc21
  i | -0.55
- CC(C)CNS(=O)(=O)c1ccc(CCC(=O)Nc2ccc3c(c2)OCO3)cc1
  i | 0.03
- N#Cc1c(F)cccc1NCc1cccnc1
  i | 0.14
- C/C(N)=C(/C#N)C(=O)COC(=O)Cc1coc2ccc3ccccc3c12
  i | -1.7
- Cn1c(N)c(C(=O)c2cc(-c3ccccc3)nc3ccccc23)c(=O)n(C)c1=O
  i | 0.19
- COc1ccc(Br)cc1/C=N/n1c(-c2ccccc2)n[nH]c1=S
  i | -1.2
- CC1(C(=O)N2CCC(CC3CC(c4cccc(Br)c4)=NO3)(C(=O)NCC3CCCCC3)CC2)CC1 (stereo not drawn)
  i | 3
- CCCCCCc1ccc(N2C[C@H](CCCCC)[C@@H](CC(=O)NCc3ccccc3)C2=O)cc1
  i | -0.01
- CN(C)c1ccc(CN2CCCC(O)C2)cc1 (stereo not drawn)
  i | -0.57
- CC(=O)OC(C)(C)C1Cc2cc3ccc(=O)oc3cc2O1 (stereo not drawn)
  i | 1

Other compounds:
Values run as follows: KCNQ2 block | Kir21 block
- Nc1nc(SCc2nc(-c3ccccc3)no2)[nH]c(=O)c1-c1ccccc1
  i | 1.1
- C(=N\NC1=Nc2cccc3cccc1c23)/c1ccccn1
  i | -0.04
- COc1ccc(/C=N/N2CCN(c3ccncc3S(=O)(=O)N3CCCCC3)CC2)cc1
  i | 1.8
- O=C(NC1CCCC1)C(c1ccccc1)N(C(=O)c1ccco1)C1CCCC1 (stereo not drawn)
  i | 0.03
- COCc1cc(=O)[nH]c(SCCS(=O)(=O)c2ccc(C)cc2)n1
  i | 3.5
- Cc1ccccc1C(=O)NCCNC(=O)c1cnccn1
  i | -0.13
- CCC(Sc1nc2ccccc2c(=O)n1CCN1CCOCC1)C(=O)NCc1cccnc1 (stereo not drawn)
  i | 1.5
- COc1cc(C(=O)N2CCN(c3ccccc3)CC2)c([N+](=O)[O-])cc1OC
  i | 0.72
- CCCc1cc(=O)oc2cc(O[C@@H]3O[C@H](CO)[C@@H](O)[C@H](O)[C@H]3O)ccc12
  i | -1.1
- Nc1cccc2c(=O)c3ccccc3[nH]c12
  i | -1.2
- Cc1ccc2c(c1)N(CC(=O)N1CCCC(C)C1)C(=O)CO2 (stereo not drawn)
  i | -0.99
- O=C(CN1C(=O)NC2(CCCCCC2)C1=O)c1ccccc1
  i | -1.4
- Cc1cc(/C=N/NC(=O)c2cccs2)c(C)n1-c1ccccc1
  i | 1.1
- CCN(CC)CCN(C(=O)Cn1nnc(-c2ccc(C)o2)n1)C(C(=O)NC(C)(C)C)c1cccs1 (stereo not drawn)
  i | 0.59
- COc1cc(NC(=O)c2ccco2)c(C(=O)OCC(=O)Nc2ncc(Cl)cc2Cl)cc1OC
  i | -0.55
- CN(C)S(=O)(=O)N1CCC(Cc2ccccc2)CC1
  i | 0
- O=C(Nc1ccc2[nH]c(=O)[nH]c2c1)c1ccc(Br)o1
  i | 0.86
- O=C(c1ccco1)N1CCN(Cc2cccc3ccccc23)CC1
  i | -0.99
- CN(CC(=O)Nc1cccc(F)c1)C(=O)C1CSC2(C)CCC(=O)N12 (stereo not drawn)
  i | 1
- COc1ccc(N(CC(=O)Nc2cc(OC)cc(OC)c2)S(=O)(=O)c2c(C)n[nH]c2C)cc1
  i | -0.09

The results go on:
Values run as follows: KCNQ2 block | Kir21 block
- COc1ccc(-n2cc(-c3ccc(C)cc3)[n+]3c2SCC3)cc1
  i | -1.4
- Cc1cccc(OCCNC(=O)c2ncn[nH]2)c1
  i | -1.9
- Cc1ccc(-c2nc(CN(Cc3cnn(C)c3)C(C)C)c(C)o2)o1
  i | 0.14
- Cc1ccc2cc(CN(CCCN3CCOCC3)C(c3nnnn3Cc3ccco3)C(C)C)c(=O)[nH]c2c1C (stereo not drawn)
  i | -0.2
- O=C(NC(Cc1c[nH]c2ccccc12)c1nnc2n1CCCCC2)c1ccccc1 (stereo not drawn)
  i | 0.3
- CCCNC(=O)Nc1cc(S(=O)(=O)CC)ccc1O
  i | 0.62
- Nc1ccc(Oc2ncccn2)c(Cl)c1
  i | -1.6
- COc1ccc2oc(C(F)(F)C(F)(F)F)cc(=O)c2c1
  i | -1.2
- Cc1ccc(NC(=O)CN(C)C(=O)Cc2c(Cl)cccc2Cl)cc1
  i | -0.77
- CC1(C)CC(=O)c2cnc(NC(=O)Cc3ccc(Cl)cc3)nc2C1
  i | -1.2
- Nc1c(C(=O)c2ccc(Br)s2)oc2ccccc12
  i | 0.37
- Cc1ccc(OCC(=O)N(Cc2cccs2)C2CCS(=O)(=O)C2)cc1C (stereo not drawn)
  i | -1.2
- CC(=O)c1ccc(NC(=S)NC(C)CCc2ccccc2)cc1 (stereo not drawn)
  i | -0.12
- O=C(NCC1CCCO1)C1CCCN1C(=O)Nc1ccc(Cl)cc1 (stereo not drawn)
  i | 0.89
- CCOC(=O)CC1(c2ccc(OC)c(OC)c2)C(=O)c2ccccc2C1=O
  i | -0.91
- Cc1cc(Cl)ccc1OCC(=O)N/N=C1\CCCc2ccccc21
  i | 0.1
- O=C(O)C1C2CCC(O2)C1C(=O)Nc1ccc(F)cc1 (stereo not drawn)
  i | 0.4
- COc1ccc(-c2cc(-c3ccc(OC)c(OC)c3)n[nH]2)c(O)c1
  i | 0.77
- Cc1ccc2c(c1)N(CCCC(=O)NCC1COc3ccccc3O1)C(=O)CO2 (stereo not drawn)
  i | -1.7
- COc1ccc(CCNC(=O)C(=O)c2c(C)[nH]c3ccccc23)cc1
  i | -2.6

Other records:
Values run as follows: KCNQ2 block | Kir21 block
- c1ccc(CN(Cc2ccccc2)c2nn[nH]n2)cc1
  i | 0.44
- COC(=O)c1ccc(SCC(=O)NC2CCCC2)c([N+](=O)[O-])c1
  i | -1.1
- CC1(C)CC(=O)C(CS(=O)(=O)c2ccccc2)=C(Cl)C1
  i | -1.7
- CNc1nnc(-c2ccc(C)cc2)c2ccccc12
  i | 0.44
- Cc1ccc(/C=C2\S/C(=N/S(=O)(=O)c3cccs3)NC2=O)cc1
  i | 0.82
- CCN(CC(=O)NC(C)(C)C)C(=O)C(c1ccccc1)c1ccccc1
  i | 0.26
- CCC(C)c1ccccc1NC(=O)C(C)OC(=O)c1ccco1 (stereo not drawn)
  i | -2.3
- CCOC(=O)C1CCCN(C(=O)C(=O)Nc2ccc3nc4n(c(=O)c3c2)CCCCC4)C1 (stereo not drawn)
  i | -1.9
- Cc1ccc(C(=O)Nc2ccc3c(c2)OCO3)cc1S(=O)(=O)N1CCCC1
  i | -0.53
- CCC(c1nc2ccccc2c(=O)n1CCCn1ccnc1)N1C(=O)c2ccccc2C1=O (stereo not drawn)
  i | -0.81
- O=C(COc1coc(CN2CCN(c3ccccc3)CC2)cc1=O)Nc1ccccc1F
  i | -0.62
- Cc1ccc(NC(=O)C(=Cc2ccc(C(=O)O)cc2)C(=O)Nc2ccc(C)cc2C)c(C)c1
  i | -0.02
- Fc1cccc(/C=N/NC(=S)Nc2ccccc2Cl)c1
  i | -0.57
- COC(=O)c1ccc(NC(=O)Nc2cccc(F)c2)cc1
  i | 1.9
- NC1=C(c2ccc([N+](=O)[O-])cc2)C(=O)CO1
  i | -0.19
- CCCN(CCC)C1=CC(=[N+]2CCCC2)CC(C)(C)C1
  i | -4
- O=C(Nc1nc(-c2cccs2)cs1)c1ccc(S(=O)(=O)N2CCCCC2)cc1
  i | -0.2
- CCOC(=O)C1(CCOc2ccccc2)CCN(Cc2ccc(OC)c(COC)c2)CC1
  i | -3.2
- Cc1cc(C)cc(N2CCCC2=O)c1
  i | -0.8

An excerpt from above in order of SMILES length, highest first:
Values run as follows: KCNQ2 block | Kir21 block
- CCOC(=O)C1CCCN(C(=O)C(=O)Nc2ccc3nc4n(c(=O)c3c2)CCCCC4)C1 (stereo not drawn)
  i | -1.9
- O=C(COc1coc(CN2CCN(c3ccccc3)CC2)cc1=O)Nc1ccccc1F
  i | -0.62
- Fc1cccc(/C=N/NC(=S)Nc2ccccc2Cl)c1
  i | -0.57
